Screening results deposited in PubChem BioAssay by National Center for Advancing Translational Sciences (NCATS).
SMN2 splice up: increases expression of the SMN2 splice variant; 2.8% of 210,000 active; AID 1458; Potency, µM (doses to about 46.1 µM), inactives show at the top dose activity change, positive = activation, hits mostly activators; HEK293 SMN2-luciferase splicing reporter, luminescence, 30-36 h; note: potency is the fitted concentration of half-maximal effect; % of control where 0% means no effect; nearly all actives have a fitted effect of over 55% in size
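qHTS luciferase splicing reporter: luminescence rises when SMN2 exon 7 is included in transfected HEK293 cells. Compound exposure lasted 30-36 h at 37C, with 4.5 mM final sodium butyrate as control, followed by a ONE-Glo read.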
KinaseGlo FLuc: blocks Kinase-Glo luciferase, a counter-screen artifact | Q27757 | Kinase-Glo luciferase, ATP luminescence, 8 min | Potency, µM (doses to about 38.3 µM), without a hit: at the highest dose activity change, negative = inhibition, hits mostly inhibitors | 0.28% of 200,000 active | AID 1379; note: potency is the fitted concentration of half-maximal effect; % is set by controls: 0 for no effect and ±100 for the full control effect; nearly all actives have a fitted effect of over 60% in size
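Compounds were added to a substrate mix at pH 7.2 (50 mM imidazole, 10 uM ATP, within the enzyme's linear range), followed by Kinase-Glo detection reagent; luminescence was measured after 8 minutes at ambient temperature.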
IMPase Li cell: IMPase inhibition in cells with lithium potentiation; CHO-M1 cells, IP1 TR-FRET (IP-One), carbachol + lithium; Potency, µM (series often up to 59.4 µM), for inactives: at the top dose activity, negative = IMPase inhibition, hits mostly inhibitors; 0.35% of 210,000 active;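 note: IP1 builds up when IMPase is blocked and the TR-FRET signal falls; potency is the fitted concentration of half-maximal effect; plate controls were basal vehicle for no effect and high inhibitor control for full effect; nearly all actives have a fitted effect of over 50% in size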
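Readout is a homogeneous TR-FRET IP1 immunoassay (Ex 320, Em 665 and 620), where raised cytosolic IP1 lowers signal. Cells were CHO-M1 treated 30 min at 37C with test compounds plus a little lithium; AC50 values came from Hill-equation fitting.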
Lamin A splicing: LMNA splicing modulation. 0.01% of 200,000 active. AID 1487. Potency, µM (doses to about 46.1 µM), for the others: top-dose ratio change, negative = inhibition, actives largely listed as inhibitors. HeLa LMNA splicing GFP/RFP minigene ratio, 48 h; active = well fitted inhibition curve with a large enough effect in the signal ratio, with a control signal flat, not every such curve was filed as active; inconclusive = small, poorly fitted or top-dose-only effect, or effect the other way, or a change in a side signal; the % refers to the signal ratio; note: potency is the fitted concentration of half-maximal effect; % is set by controls: 0 for no effect and ±100 for the full control effect
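S3 HeLa cells stably expressing lamin A-EGFP splicing minigene plus DsRed2, 600 cells/well, 48 h compound exposure at 37C. Laser-scanning cytometry; analysed as GFP (500-530 nm)/RFP (575-640 nm) total intensity ratio; 0.5% DMSO vehicle.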
HTT aggregate: mutant huntingtin aggregation inhibition | AID 1688 | 1.1% of 220,000 active | PC12 HttQ103-GFP aggregates, Acumen cytometry, 40 h | Potency, µM (highest dose often 46.1 µM), for the others: at the top dose activity change, negative = inhibition, usual class: inhibitors; note: potency is the fitted concentration of half-maximal effect; % is set by controls: 0 for no effect and ±100 for the full control effect; nearly all actives have a fitted effect of over 60% in size
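PC12/HTTQ103-GFP, ecdysone-inducible; teb 100 nM; cpd qHTS titration; GFP aggregates read on laser cytometer, Ex 488/Em 500-530 nm.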
HTT ATP protect: protects HTT-Q103 PC12 cells, measured by ATP; AID 1471; 0.14% of 230,000 active; Potency, µM (highest dose often 56.4 µM), for the others: cytoprotection (ATP increase), hits mostly activators; PC12 HTT-Q103 induced, cytoprotection, ATP luminescence, 40 h;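 note: potency is the fitted concentration of half-maximal effect; % of control where 0% means no effect; nearly all actives have a fitted effect of over 45% in size; toxic huntingtin expression switched on by the ecdysone agonist tebufenozide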
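Cells were plated at 1500 per well in phenol red-free DMEM with 5% equine and 5% calf serum. Tebufenozide (100 nM final) and compounds were added, then ATPlite reagent, and luminescence was read.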
CBFb-RUNX1 inh: CBF-beta/RUNX1 interaction disruption. Q01196+Q13951. AlphaScreen CBFb-His/RUNX1-biotin binding, biochemical. Potency, µM (series often up to 59.8 µM), for inactives: at the highest dose activity, negative = inhibition, usual class: inhibitors. 230,000 tested, under 10 active. AID 1477; note: % of control where 0% means no effect
Target sequence (Q01196 whole entry, looked up): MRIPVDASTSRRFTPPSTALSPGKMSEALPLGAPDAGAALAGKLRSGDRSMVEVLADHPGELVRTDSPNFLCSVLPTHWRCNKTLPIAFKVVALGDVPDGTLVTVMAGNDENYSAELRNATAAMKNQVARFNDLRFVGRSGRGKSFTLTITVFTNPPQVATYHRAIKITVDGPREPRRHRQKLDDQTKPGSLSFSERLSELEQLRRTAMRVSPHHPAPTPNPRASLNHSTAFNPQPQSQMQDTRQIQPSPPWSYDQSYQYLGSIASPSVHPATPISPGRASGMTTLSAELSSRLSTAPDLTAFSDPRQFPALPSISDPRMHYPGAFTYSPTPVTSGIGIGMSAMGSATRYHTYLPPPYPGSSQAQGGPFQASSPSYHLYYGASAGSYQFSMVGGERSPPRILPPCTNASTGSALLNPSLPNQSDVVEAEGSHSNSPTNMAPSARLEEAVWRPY
Target sequence (Q13951 whole entry, looked up): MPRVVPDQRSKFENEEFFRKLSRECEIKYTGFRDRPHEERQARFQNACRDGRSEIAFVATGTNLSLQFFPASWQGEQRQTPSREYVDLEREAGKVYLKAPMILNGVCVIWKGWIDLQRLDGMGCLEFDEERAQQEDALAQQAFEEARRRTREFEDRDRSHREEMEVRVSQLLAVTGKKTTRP
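Compounds were screened at multiple concentrations against a preformed CBF-beta(His)/RUNX1(biotin) complex (30 nM of each) for 15 min at room temperature, followed by 90 min with nickel and streptavidin beads and AlphaScreen reading.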
Numbers without * were called inactive; ? = inconclusive; . = not tested or not shown; & = joins results of further samples; [ ] = dose if it differs, or a comment. Unless noted, calls come from the whole dose curve; as a rule, active = well fitted curve in the direction sought with a large enough effect; inconclusive = small, poorly fitted or top-dose-only effect, or another doubt; inactive = no such curve, though single readings can be large; an effect the other way counts as inactive or inconclusive. An excerpt; rates above refer to the full screens.

smiles	HTT ATP protect	IMPase Li cell	SMN2 splice up	Lamin A splicing	HTT aggregate	KinaseGlo FLuc	CBFb-RUNX1 inh
CC/C(=N\Nc1ccccc1)c1c(O)n(C)c(=O)n(C)c1=O	6%[10 µM]	14%	-39%[inhibitor]	?	14%	3%	-5%
Cc1ccc(S(=O)(=O)NCC2CCC(C(=O)N3CCC4(CC3)OCCO4)CC2)cc1 (stereo not given)	3%	3%[38.3 µM]	-16%	5%	-1%	-1%	-2%
O=C(COc1ccc(Cl)cc1)N1CCN(Cc2ccc([N+](=O)[O-])cc2)CC1	-45%[inhibitor]	15%	-65%[inhibitor]	-24%[46 µM]	-28%	0%	1%
F/C(COc1ccc2c(c1)[nH]c1ccccc12)=C1/CN2CCC1CC2	-96%[inhibitor]	.	.	.	?	.	17%
COc1ccc(C(=O)C2CCCN(Cc3ccsc3)C2)cc1OC (stereo not given)	16%[10 µM]	31%[activator]	.	.	2%[9.22 µM]	-2%	3%
O=c1[nH]c(=O)n(Cc2ccccc2)c(O)c1C=NCCCn1ccnc1	-3%	10%[38.3 µM]	-8%	3%	5%	1%	-1%
O=C(O)CCC(=O)NCCC1=c2ccccc2=N/C1=C\c1c(O)n(Cc2ccc(F)cc2)c(=S)[nH]c1=O	17%[10 µM]	.	.	.	2%[9.22 µM]	.	-18%
Cc1ccc(N)c(C(=O)c2ccccc2)c1	-32%	5%[38.3 µM]	-4%	4%	10%	0%	-12%
Cc1cccc(N2C(=O)/C(=C/c3ccc(CN(CCC#N)S(C)(=O)=O)o3)C(=O)NC2=S)c1	-6%	9%[38.3 µM]	11%	-3%	7%	0%	-16%
COC(=O)C1(C)C=C2C(=C(C)C(=O)C2C)CN1 (stereo not given)	-8%	4%	-3%	.	.	-1%	0%
CCCC(CCC)C(=O)OC1C[C@H]2CC[C@@H](C1)[N+]2(C)C (stereo not given in full)	11%	32%	-26%	-7%	6%&0%	0%	14%
CCCCCCCCCCCCCCCC[n+]1ccccc1	-65%&-59%[inhibitor]	30%&20%	-51%&-47%[inhibitor]	?	16µM*	-7%	?
Cc1ccc2nc3c(cc2c1)CC1(C(=O)N(C)C(=O)N(C)C1=O)C1CCCCN31 (stereo not given)	-80%[inhibitor]	20%[38.3 µM]	?	2%	5%	-2%	1%
CC(=O)Oc1ccccc1C(=O)Nc1ncc([N+](=O)[O-])s1	-293%[inhibitor]	26%	13µM*	?	?	.	-15%
Cc1ccc(N)c(C)c1	6%	-15%	-2%	.	.	.	-1%[21.7 µM]
Clc1ccc2ccccc2c1	9%	-6%	6%	.	.	.	12%[21.7 µM]
COc1ccc(C2SCC(=O)Nc3c2c(=O)[nH]n3C2CCCCCC2)cc1 (stereo not given)	-22%	-4%[38.3 µM]	12%	0%	2%	12%	-9%
N[C@@H](CCCCP(=O)(O)O)C(=O)O	-5%	2%	.	.	.	4%	-2%[21.7 µM]
COc1ccc(C2c3c(nc(C)[nH]c3=O)Oc3c2c(=O)oc2ccccc32)cc1 (stereo not given)	7%[10 µM]	.	.	.	-13%[9.22 µM]	.	6%
CCOP(=O)(OCC)C(NC(=O)C(C)C)C(Cl)(Cl)Cl (stereo not given)	5%	0%[38.3 µM]	-1%	1%[0.0737 µM]	5%	-1%	0%

Brought forward from above: two compounds, then new ones.
smiles	HTT ATP protect	IMPase Li cell	SMN2 splice up	Lamin A splicing	HTT aggregate	KinaseGlo FLuc	CBFb-RUNX1 inh
COc1ccc(C2c3c(nc(C)[nH]c3=O)Oc3c2c(=O)oc2ccccc32)cc1 (stereo not given)	7%[10 µM]	.	.	.	-13%[9.22 µM]	.	6%
CCOP(=O)(OCC)C(NC(=O)C(C)C)C(Cl)(Cl)Cl (stereo not given)	5%	0%[38.3 µM]	-1%	1%[0.0737 µM]	5%	-1%	0%
Cc1ccc2c(c1)CNc1ccccc1O2	12%	-10%[38.3 µM]	4%	3%	-15%	-1%	-6%
O=c1c2ccccc2nc(-c2ccoc2)n1-c1ccccc1Cl	10%	42%[activator][38.3 µM]	-60%[inhibitor]	?	-3%	3%	1%
CC(=NCCN(C)C)c1c(O)n(Cc2ccccc2)c(=O)[nH]c1=O	17%[10 µM]	.	.	.	1%[9.22 µM]	.	1%
CCCCC/C=C\C/C=C\C/C=C\C/C=C\CCCC(=O)NCCO	26%&-1%&-1%&-10%	19%&24%&5%&5%	3%&24%&5%	.	.	-6%[39.9 µM]	-4%&1%&2%&-7%
CN(C(=O)Cc1ccc(Cl)c(Cl)c1)C(CN1CCCC1)c1cccc(OCC(=O)O)c1 (stereo not given)	-17%	7%&31%	2%&-7%	-12%	.	-2%	4%&17%
Cc1ccc(Cn2nnnc2CN2CCC(n3nnc4cc(C)ccc43)CC2)cc1	-9%[10 µM]	-7%[38.3 µM]	-17%	?	7%	-4%	-1%
c1cc2c(cc1CCNC1CCCCCC1)OCO2	17%[10 µM]	24%	1%	6%	12%	2%	2%
CNC(=O)N(C)c1ccc(C(O)(C(=O)OC)C(F)(F)F)cc1 (stereo not given)	16%[10 µM]	.	.	.	-4%[9.22 µM]	.	6%
Cc1cc(OC(=O)CCNC(=O)OC(C)(C)C)c2c3c(c(=O)oc2c1)CCC3	-22%[0.074 µM]	9%[38.3 µM]	-13%	?	-1%[9.22 µM]	-1%	3%
Cc1ccccc1-n1c(C)nc2ccccc2c1=O	19%[10 µM]	3%	.	?	-12%[9.22 µM]	3%	2%
NCC(N)C(=O)c1ccccc1 (stereo not given)	.	-1%	-5%	-5%	.	-1%	.
CC1(C)C(=O)CC[C@]2(C)C3C(=O)C=C4[C@H]5C[C@@](C)(C(=O)O)CC[C@]5(C)CC[C@]4(C)[C@]3(C)CC[C@@H]12 (stereo not given in full)	-5%[10 µM]	.	.	.	-18%[9.22 µM]	.	?
COc1ccccc1OCCCn1cc(C=O)c2ccccc21	0%[10 µM]	3%	.	.	11%[9.22 µM]	-2%	12%
COCCN1C(=O)/C(=C/c2c(OC)cc(OC)cc2OC)C(=O)N(c2ccccc2)C1=O	15%[10 µM]	.	.	.	-17%[9.22 µM]	.	10%
O=C(N=Nc1c(O)[nH]c(=O)[nH]c1=O)C1COc2ccccc2O1 (stereo not given)	-14%	4%	-10%	-2%[46 µM]	5%	-2%	15%
CCCC(=O)c1c(O)[nH]c(=O)[nH]c1=O	-4%[0.074 µM]	21%[38.3 µM]	38%	2%	0%	-1%	3%
CSc1ncc(CN2CCCC(C(=O)c3cccc(Cl)c3)C2)cn1 (stereo not given)	14%[10 µM]	17%	.	?	-3%[9.22 µM]	2%	2%
CC(C)[N+](=O)[O-]	-16%	7%	2%	.	.	.	1%[21.7 µM]
CCC1C2CC3C4N(C)c5ccccc5[C@]45CC(C2C5O)N3C1O (stereo not given in full)	-73%[inhibitor]	7%	11%	.	.	-1%	0%
Clc1ccccc1-c1cncnc1NCCc1cnc[nH]1	?	7%	.	?	.	.	.
COc1ccc(OCC(=O)N2CCN(C/C=C/c3ccccc3)CC2)cc1	-21%	11%	-7%	9%[46 µM]	4%	4%	-1%
O=C(O)C1C(C(=O)O)C2(Cl)C(Cl)=C(Cl)C1(Cl)C2(Cl)Cl (stereo not given)	-46%[inhibitor]	14%	27%	.	.	.	6%[21.7 µM]
CCOP(=O)(OCC)C1(O)C(=O)Nc2ccc(Br)cc21 (stereo not given)	0%[10 µM]	-7%	-13%	-17%	13%	2%	2%
O=C(c1ccco1)c1cn(Cc2ccc(Cl)cc2)c2ccccc12	9%[10 µM]	14%[38.3 µM]	4%	12%	?	-1%	3%
Brc1ccc2c(c1)C(OC1CN3CCC1CC3)c1ccccc1CS2 (stereo not given)	33%[0.074 µM]	25%	-20%	?	-13%	-5%	3%
CN1C(=O)C(=Cc2ccc(N3CCCCCC3)cc2)C(=O)N(C)C1=O	-9%[10 µM]	.	.	.	-1%[9.22 µM]	.	7%
CCCCn1c(O)c(/C=C/C=Nc2ccccc2)c(=O)[nH]c1=O	4%[10 µM]	6%	1%	-15%	-10%	2%	1%
CC1CCCN(C(=O)CN2C3CCC2CC(O)(c2ccc(F)cc2)C3)C1 (stereo not given)	-22%	24%	1%	.	10%	5%	-12%
c1cc2c(c(NC3=NCCN3)c1)CCCC2	-2%[10 µM]	-15%	-6%[9.22 µM]	?	4%	-9%[7.66 µM]	.
C[N+](C)(C)CC(=O)Nc1ccc(Cl)cc1C(=O)c1ccccc1	-6%	-1%	-34%[inhibitor]	?	9%	7%	11%
C/C(=N\N1CCCCC1)c1c(O)[nH]c(=O)[nH]c1=O	-4%[10 µM]	-7%	2%	-8%	-2%	7%	-15%
CC(C)=CCCC(C)C1CC[C@@]2(C)C3=C(CC[C@@]12C)C1(C)CCC(O)C(C)(C)C1CC3 (stereo not given in full)	.	-8%	-6%	?	.	-1%	.
CC(=O)O[C@]1(c2ccccc2)CCN(C)[C@H]2CCCC[C@@H]21	17%[1.9 µM]	2%	8%	2%	-9%	0%	0%
CCCN(CCC)[C@@H]1CCc2c(F)ccc(O)c2C1	.	18%	0%	?	.	-1%	2%
CCCCCCCCCCCCC/C=C/[C@@H](O)[C@@H](N)COP(=O)([O-])OCC[N+](C)(C)C	.	17%	2%	.	.	-5%	26%
Cc1cccn2c(=O)c3cc(C(=O)N4CCC5(CC4)OCCO5)n(C)c3nc12	-83%[inhibitor]	-3%[38.3 µM]	7%	?	-4%	-2%	-6%
C/C(=N\NC(=O)c1ccccc1O)c1c(O)n(Cc2ccccc2)c(=O)[nH]c1=O	7%[10 µM]	.	.	.	-16%[9.22 µM]	.	-2%
O=c1[nH]c(=O)n(-c2cccc(Cl)c2)c(O)c1C=NCCCN1CCOCC1	-5%	5%[38.3 µM]	1%	2%	-2%	2%	4%
O=C1NC(=O)C(CCc2ccncc2)(CCc2ccncc2)C(=O)N1CCc1ccccc1	10%[10 µM]	7%	.	.	-6%[9.22 µM]	.	-2%
